Source: PubChem
LMPTP inh: blocks human LMPTP phosphatase; actives 0.22% (n = 360,000); recombinant LMPTP-A, OMFP fluorogenic substrate, fluorescence intensity; inhibition, % at 20 µM; P24666;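 active = compounds that cut the enzyme signal by at least half of the control window in the single-dose screen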;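 note: plate controls were DMSO wells with enzyme plus substrate for no effect and substrate without enzyme for full effect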
Target sequence (P24666 whole entry, looked up): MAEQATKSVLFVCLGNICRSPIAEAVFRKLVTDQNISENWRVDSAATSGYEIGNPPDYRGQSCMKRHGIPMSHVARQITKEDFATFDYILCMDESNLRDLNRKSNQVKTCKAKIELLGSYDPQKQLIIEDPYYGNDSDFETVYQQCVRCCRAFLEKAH
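Assay system: LMPTP-A enzyme. Input: 0.625 nM LMPTP-A final. Probe or stimulus: 400 µM OMFP. Compound dosing: single 20 µM dose. Schedule: 50 min dark incubation at room temperature. Detection: fluorescence intensity of OMFP turnover product. Read-out: percent inhibition versus substrate-only and uninhibited controls. Benchmarks: no-enzyme low control, uninhibited high control.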
SKN-1 block: blocks SKN-1 activity in C. elegans | actives 0.49% (n = 360,000) | inhibition, % at 21.8 µM | C. elegans VP596 Pgst-4::GFP/RFP ratio, acrylamide-induced, 24 h;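 active = interference check ratio from 0.5 to 1.5 plus GFP to RFP signal ratio inhibition reaching or exceeding a fixed threshold, cut at about 30% in these data, passing the limit was not always enough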; note: some compounds called inactive have numbers as strong as hits
STEP inh: STEP (human) phosphatase inhibition | actives 0.25% (n = 360,000) | P54829 | inhibition, % at 20 µM | recombinant STEP, OMFP fluorogenic substrate, fluorescence;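 active = inhibition at 20 µM, scaled per plate between control wells, above about 37%, limit read from the data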;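 note: 0% = DMSO with enzyme and substrate and 100% = substrate only without enzyme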
Target sequence (P54829 whole entry, looked up): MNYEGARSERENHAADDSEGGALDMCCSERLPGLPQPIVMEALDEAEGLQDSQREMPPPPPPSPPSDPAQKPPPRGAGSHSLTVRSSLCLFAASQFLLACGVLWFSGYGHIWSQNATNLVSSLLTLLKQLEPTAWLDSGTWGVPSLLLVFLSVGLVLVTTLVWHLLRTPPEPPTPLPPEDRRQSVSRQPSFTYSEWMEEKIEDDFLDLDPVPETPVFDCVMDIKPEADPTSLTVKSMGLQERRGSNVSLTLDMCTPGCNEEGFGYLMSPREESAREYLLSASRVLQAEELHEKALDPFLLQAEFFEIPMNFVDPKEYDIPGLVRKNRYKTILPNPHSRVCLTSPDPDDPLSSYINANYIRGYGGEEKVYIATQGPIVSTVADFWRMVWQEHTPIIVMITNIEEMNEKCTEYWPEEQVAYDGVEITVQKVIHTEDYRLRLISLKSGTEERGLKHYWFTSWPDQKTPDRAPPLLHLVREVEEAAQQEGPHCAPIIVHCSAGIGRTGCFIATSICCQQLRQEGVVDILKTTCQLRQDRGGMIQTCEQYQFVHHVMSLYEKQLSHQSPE
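System: STEP (striatal-enriched tyrosine phosphatase) enzyme, cell-free; medium: Bis-Tris pH 6.0 buffer with DTT, detergent; dosing: 20 µM, 1% DMSO; times: reaction 20 min, ambient temperature; detection: fluorescence, 480/540 nm; read-out basis: normalized % inhibition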
NadD inh: blocks S. aureus nicotinate mononucleotide adenylyltransferase; purified NadD enzyme, colorimetric absorbance read-out; inhibition, % at 20 µM; actives 0.78% (n = 360,000); AID 602399; in the data active = inhibition above about 26%; note: some compounds past the cut are filed as inactive
Rpn11 inh: inhibitors of human proteasome Rpn11. actives 0.59% (n = 360,000). O00487. human 26S proteasome, Ub4-pepOG fluorescence polarization; 20S core pre-blocked with epoxomicin. calls only at 20 µM;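 active = inhibition at 20 µM, scaled to each plate's controls, above about 33%, limit read from the data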
Target sequence (O00487 whole entry, looked up): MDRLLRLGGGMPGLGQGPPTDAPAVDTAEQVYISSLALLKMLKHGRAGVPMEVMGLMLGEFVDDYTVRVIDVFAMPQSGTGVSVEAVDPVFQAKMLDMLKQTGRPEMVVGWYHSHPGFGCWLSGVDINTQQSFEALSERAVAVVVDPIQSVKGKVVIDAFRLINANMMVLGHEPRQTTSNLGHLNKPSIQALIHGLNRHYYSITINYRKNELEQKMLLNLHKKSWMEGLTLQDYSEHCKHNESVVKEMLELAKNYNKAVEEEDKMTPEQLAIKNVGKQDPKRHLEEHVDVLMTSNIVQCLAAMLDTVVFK
DNMT1 inh: DNMT1 (human) enzyme inhibition. actives 0.83% (n = 360,000). DNMT1 molecular beacon, Hinp1I cleavage, fluorescence. P26358. AID 588458. inhibition (reported as % activation of signal), % at 10 µM; in the data active = inhibition above about 50%
NRP1-CendR mod: modulators of CendR peptide binding to human neuropilin-1 | FAM-RPARPAR peptide binding to NRP-1, fluorescence polarization | O14786 | AID 602438 | actives 0.85% (n = 360,000) | inhibition, % at 25 µM;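 active = inhibition or corrected inhibition above about 18%, plus a signal ratio from 0.5 to 1.5, limit read from the data, passing the limit was not always enough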; note: strong numbers were not always called active
SUMO1 PPI mod: SUMO1-SIM interaction modulation; AID 602429; actives 0.33% (n = 360,000); inhibition, % at 20 µM; SUMO1 binding to a labelled peptide, TR-FRET, 1 h; P63165; in the data active = inhibition above about 37%
MT1-MMP act inh: blocks activation of human MT1-MMP. P50281. actives 0.061% (n = 360,000). HT1080 RFP-PRO-GFP cells, GFP/RFP ratio fluorescence, overnight; percent of plate control window, DMSO zero. GFP/RFP ratio change, % at 20 µM;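 active = GFP/RFP ratio change of at least 30% with cell ATP level not reduced by more than half and red fluorescence within 50% of control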; note: strong numbers were not always called active
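Assay system: HT1080 RFP-PRO-GFP cells. Benchmarks: DMSO vehicle wells and RFP-L50D-GFP reporter cell wells. Times: overnight cell settling, then overnight compound exposure, 37 °C, 5% CO2. Compound: 20 µM single dose, 1% DMSO. Read-out basis: GFP/RFP fluorescence ratio.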
Scp-1 inhibitor: blocks human Scp-1 phosphatase activity; Recombinant Scp1, phosphopeptide, malachite green phosphate absorbance; inhibition, % at 20 µM; actives 0.88% (n = 340,000); AID 493091;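 active = inhibition above about 50% at 20 µM, limit read from the data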;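 note: plate controls were DMSO wells with enzyme for no effect and wells lacking enzyme for full effect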
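System: SCP-1 catalytic domain; Reagent: Phospho 17-mer peptide substrate; Doses: one concentration, 20 µM, with 1.0% DMSO; Incubation: 45 min room-temperature reaction, 5 min colour, 30 min stabiliser; Signal: Phosphate-binding colour reagent, absorbance read at 630 nm.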
Active calls of the source: *; i = inactive; x = not tested or not shown.

Fields – LMPTP inh, SKN-1 block, STEP inh, NadD inh, Rpn11 inh, DNMT1 inh, NRP1-CendR mod, SUMO1 PPI mod, MT1-MMP act inh, Scp-1 inhibitor
- COc1ccc(C(CC(=O)Nc2ncccc2C)N2Cc3ccccc3C2=O)cc1OC (configuration not stated)
→ -0.5, 4, -1, 2, i, 2, -4, -3, 1, 3
- O=C(CCCn1c(=O)c2ccccc2n(CC(=O)N2CCN(c3ccccc3)CC2)c1=O)NCc1ccco1
→ 4.4, -6, 0, -4, i, 7, 20, 3, -2, -1
- Cc1ccc(C)c(S(=O)(=O)N2CCCOC2CNC(=O)C(=O)NCc2ccccn2)c1 (configuration not stated)
→ 1.6, -3, 1, -6, i, 1, 0, -2, -7, -8
- CC(c1nnc(SCC(=O)N(C)C2CCS(=O)(=O)C2)n1-c1ccccc1)N(C)C (configuration not stated)
→ -0.2, -2, 0, -4, i, 1, 5, 1, -2, -3
- COc1ccc(S(=O)(=O)N2CCN(c3nc(C)cc(C)n3)CC2)cc1
→ 1.2, 3, 2, -2, i, -1, 10, -1, 5, -4
- COc1ccccc1CCC(=O)OCC(=O)Nc1cccc(S(=O)(=O)N2CCOCC2)c1
→ 0.3, -4, 2, -9, i, 1, 10, -8, -1, -5
- Cc1cc(N)n2nc(-c3ccccc3)c(-c3ccccc3)c2n1
→ 3.5, 14, -3, -5, i, 0, -8, 4, -1, -1
- CSc1cccc(NS(=O)(=O)c2cccs2)c1
→ -1.0, 0, -2, -1, i, 0, -1, 4, -1, -6
- C=CCc1c(C)nc2c(C(=O)O)cnn2c1C
→ -0.7, 6, -4, 2, i, 1, 2, 2, -1, 0
- COc1ccc(C(=O)NCC(c2ccc3c(c2)OCO3)N2CCN(c3ccc(OC)cc3)CC2)cc1 (configuration not stated)
→ 0.7, -5, -1, -3, i, -2, -6, 5, 3, -5
- COc1ccccc1-c1nnc(SCC(=O)NCc2ccco2)n1N
→ 0.6, -3, -2, -7, i, -5, -8, 1, 1, -1
- COc1ccc(CNC(=O)CCC(=O)Nc2nnc(CC(C)C)s2)cc1
→ -0.3, 25, 0, 0, i, 0, -1, 1, 1, 11
- COC(=O)C1=NN(C(=O)c2cccc(Br)c2)C(O)(c2ccc(Cl)cc2)C1 (configuration not stated)
→ 1.7, 3, 2, -10, i, -8, -15, -4, -54, -9
- NS(=O)(=O)c1ccc2nc(NC(=O)C3CCCO3)sc2c1 (configuration not stated)
→ 0.0, -1, 1, 8, i, 3, -8, 2, 2, -6
- O=C(c1ccc(CS(=O)(=O)Cc2ccccc2)cc1)N1CCCCC1
→ -0.2, 6, 0, 1, i, 2, 16, 5, 2, -10
- O=C(NCc1ccc(F)cc1)Nc1nnc([C@H]2C[C@H](O)[C@@H](CO)O2)s1
→ -1.3, 5, -2, 1, i, 3, 10, -1, -2, x
- O=C(NCc1ccccc1CN1CCCC1)c1ccc(S(=O)(=O)Nc2ccccc2)cc1
→ -1.6, 5, -2, 2, i, -1, -15, -2, -9, x
- Cc1sc2ncn(CC(=O)NCc3ccccn3)c(=O)c2c1S(=O)(=O)N1CCOCC1
→ -1.1, 4, -2, 1, i, 2, -3, 0, -2, 8
- COc1cc(/C=C/c2ccc3c([N+](=O)[O-])cccc3n2)ccc1OCC(=O)O
→ 0.1, -8, 3, 4, i, 2, -13, -11, -3, 11
- Cc1cc(Cl)ccc1OCC(=O)NCCOc1nc(N2CCOCC2)nc(N2CCOCC2)n1
→ 1.7, 14, -1, -3, i, -3, 15, 3, -1, -8
- CC(C)OC(=O)/C(C#N)=C/c1cn(Cc2ccccc2)c2ccccc12
→ 2.6, 11, 1, -5, i, -6, 5, -4, -6, -7
- O=C(Oc1ccccc1C(=S)N1CCOCC1)c1cccc([N+](=O)[O-])c1
→ -0.2, 9, -1, -9, i, 1, 0, -33, -1, -2
- O=C(NCCCN1CCOCC1)c1ccc2c(c1)N(Cc1cccc(F)c1)C(=O)c1ccccc1S2
→ 0.9, 10, 4, 27, i, -18, -6, -11, -5, 9
- CCOc1ccccc1NC1=C(Cl)C(=O)N(c2ccccc2)C1=O
→ 1.1, 0, -1, -7, i, -4, 1, -15, 2, -8
- Cc1sc2ccccc2[n+]1CC(=O)O
→ -1.9, 13, 2, -3, i, -2, 2, -1, 3, -6
- CC1(C)CC2CC(C)(CN2S(=O)(=O)c2cccc(N)c2)C1 (configuration not stated)
→ -0.5, 5, 2, 0, i, 3, 8, -2, 3, 3
- Nc1nncn1C(=O)CCc1ccccc1
→ 0.7, 7, 0, 0, i, -5, 9, -4, 1, 0
- CCCCC(c1nnnn1C1CCCC1)N1CCN(C(=O)c2ccco2)CC1 (configuration not stated)
→ -3.7, -20, 3, -1, i, 2, -10, -4, 1, -6
- CCN(CC)C(=O)c1nc[nH]c1C(=O)N1CCC(C)CC1
→ 1.0, 6, -1, -1, i, 12, -6, 1, 1, -5
- COc1cc(S(=O)(=O)N2CCN(c3ccccc3)CC2)ccc1F
→ -1.9, 13, -1, -3, i, 0, -6, 0, 0, -12
- C[C@@H](C(=O)NCc1ccccc1)N1C(=O)C2CC=CCC2C1=O (some centres not stated)
→ -0.6, -17, -4, 1, i, 3, 0, -5, 3, 7
- CCN1CCCC1CNC(=O)CN1C(=O)COc2ccc(C)cc21 (configuration not stated)
→ -1.8, 4, 1, 3, i, 3, 4, -3, -2, -10
- CN(c1ccc([N+](=O)[O-])cc1C(N)=O)C1CCCCC1
→ 1.6, -3, -2, 2, i, 1, -4, -31, 0, -3
- COc1ccc(-c2cnc3c(NC(C)=O)cc(-c4cccc(NS(C)(=O)=O)c4)cn23)cc1OC
→ 0.9, 9, 0, -3, i, -7, -10, -22, 4, x
- O=C(CNC(=O)c1ccccc1)Nc1cccc(C(F)(F)F)c1
→ 0.7, 7, -2, -3, i, 3, 9, -1, 1, -3
- O=C(Nc1ccc(NC(=O)c2ccccc2F)cn1)c1ccco1
→ -0.4, 14, -1, 1, i, 2, -6, 4, -3, -3
- CN(Cc1ccccc1)CC(O)COc1ccc(CNCc2cc3ccccc3s2)cc1 (configuration not stated)
→ 5.2, -2, 0, 5, i, -5, 2, -7, 4, -1
- COc1ccc(N(C(=O)c2snc(C(N)=O)c2N)C(C(=O)NCc2ccccc2)c2ccc(O)cc2)cc1 (configuration not stated)
→ 1.6, 17, -1, -1, i, -6, 2, -15, 0, -10
- O=C(COc1cccc(-n2cnnn2)c1)Nc1ccccc1
→ 0.2, 2, -2, -3, i, 1, -8, -2, 2, -1
- COC(=O)c1ccc(CN2CCC(CO)(Cc3cccc(OC)c3)CC2)cc1
→ 0.0, -12, 0, -2, i, 2, 1, 1, 1, -4
- CC(=O)c1c(C)[nH]c(C(=O)O)c1C
→ -0.8, 5, 2, -1, i, -7, 5, 6, -1, -6
- S=C1CSc2ccccc2N1
→ -2.4, -3, 2, -7, i, 1, -4, -2, -1, -12
- CCOC(=O)c1cn(CC(=O)Nc2ccc(C)cc2)nn1
→ -1.3, -7, 2, -3, i, 5, 1, 4, 1, -2
- CN(C)S(=O)(=O)c1ccc(C(=O)NCc2nnc(SCC(=O)N3CCCC3)o2)cc1
→ -1.3, -12, 0, 0, i, 0, 15, 3, -2, -8
- Nc1cc(-c2ccccc2)nn1Cc1ccccc1
→ -0.1, 11, 2, 2, i, -1, 41*, 3, 10, 5
- Cc1cc(N2CCC(C)CC2)nc(-n2nc(C)cc2C)n1
→ -0.9, -11, 0, 8, i, 1, 12, 0, 6, 0
- O=C(N/N=C\c1ccc(COc2ccc([N+](=O)[O-])cc2)o1)c1ccc(Cl)cc1
→ 2.3, 4, 1, 19, i, -2, -6, -8, 1, -7
- CCOC(=O)Cc1csc(NC(=O)c2c(-c3c(Cl)cccc3Cl)noc2C)n1
→ -1.3, -4, 0, -5, i, -6, -6, -6, -1, -3
- O=C(Nc1cccc(S(=O)(=O)N2CCOCC2)c1)c1ccccc1[N+](=O)[O-]
→ 0.1, 2, -1, 0, i, -2, 2, -27, -1, -5
- O=C(O)c1cc(-c2c[nH]c3ccccc23)nc2cc3ccccc3cc12
→ 1.5, 6, -2, 3, i, -33, -47, 4, -6, x
- CC1(C)Cc2cccc(OCC(=O)NCc3ccccc3F)c2O1
→ 0.0, 13, 0, -7, i, 4, 5, -1, -1, -6
- CC(C)CNC(=O)C1CCCN(C(=O)NCc2ccccc2)C1 (configuration not stated)
→ -0.3, 5, -2, -6, i, -1, 19, 2, -1, -11
- C[C@@H]1CN([C@H](C)CO)C(=O)c2c(c3ccccc3n2C)-c2ccccc2CO[C@H]1CN(C)S(=O)(=O)c1cn(C)cn1
→ 1.2, -7, 1, 6, i, 2, -2, 1, 0, x

Exported tab-delimited: part of the list above
mol	LMPTP inh	SKN-1 block	STEP inh	NadD inh	Rpn11 inh	DNMT1 inh	NRP1-CendR mod	SUMO1 PPI mod	MT1-MMP act inh	Scp-1 inhibitor
CC(=O)c1c(C)[nH]c(C(=O)O)c1C	-0.8	5	2	-1	i	-7	5	6	-1	-6
S=C1CSc2ccccc2N1	-2.4	-3	2	-7	i	1	-4	-2	-1	-12
CCOC(=O)c1cn(CC(=O)Nc2ccc(C)cc2)nn1	-1.3	-7	2	-3	i	5	1	4	1	-2
CN(C)S(=O)(=O)c1ccc(C(=O)NCc2nnc(SCC(=O)N3CCCC3)o2)cc1	-1.3	-12	0	0	i	0	15	3	-2	-8
Nc1cc(-c2ccccc2)nn1Cc1ccccc1	-0.1	11	2	2	i	-1	41*	3	10	5
Cc1cc(N2CCC(C)CC2)nc(-n2nc(C)cc2C)n1	-0.9	-11	0	8	i	1	12	0	6	0
O=C(N/N=C\c1ccc(COc2ccc([N+](=O)[O-])cc2)o1)c1ccc(Cl)cc1	2.3	4	1	19	i	-2	-6	-8	1	-7
CCOC(=O)Cc1csc(NC(=O)c2c(-c3c(Cl)cccc3Cl)noc2C)n1	-1.3	-4	0	-5	i	-6	-6	-6	-1	-3
O=C(Nc1cccc(S(=O)(=O)N2CCOCC2)c1)c1ccccc1[N+](=O)[O-]	0.1	2	-1	0	i	-2	2	-27	-1	-5
O=C(O)c1cc(-c2c[nH]c3ccccc23)nc2cc3ccccc3cc12	1.5	6	-2	3	i	-33	-47	4	-6	x
CC1(C)Cc2cccc(OCC(=O)NCc3ccccc3F)c2O1	0.0	13	0	-7	i	4	5	-1	-1	-6
CC(C)CNC(=O)C1CCCN(C(=O)NCc2ccccc2)C1 (configuration not stated)	-0.3	5	-2	-6	i	-1	19	2	-1	-11
C[C@@H]1CN([C@H](C)CO)C(=O)c2c(c3ccccc3n2C)-c2ccccc2CO[C@H]1CN(C)S(=O)(=O)c1cn(C)cn1	1.2	-7	1	6	i	2	-2	1	0	x
